# OXTR ag = human OXTR agonism; P30559; CHO-OTR cells, Fluo-8 calcium fluorescence; normalized: DMSO 0%, oxytocin 100%; activation, % at 3 µM; actives 0.32% (n = 320,000); AID 2435;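 active means activation above the mean of all tested compounds plus 3 SD, cutoff set per screening run, cut at about 20% in these data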;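 further: peak over basal fluorescence ratio from a 100 s FLIPR kinetic read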
# Target sequence (P30559 whole entry, looked up): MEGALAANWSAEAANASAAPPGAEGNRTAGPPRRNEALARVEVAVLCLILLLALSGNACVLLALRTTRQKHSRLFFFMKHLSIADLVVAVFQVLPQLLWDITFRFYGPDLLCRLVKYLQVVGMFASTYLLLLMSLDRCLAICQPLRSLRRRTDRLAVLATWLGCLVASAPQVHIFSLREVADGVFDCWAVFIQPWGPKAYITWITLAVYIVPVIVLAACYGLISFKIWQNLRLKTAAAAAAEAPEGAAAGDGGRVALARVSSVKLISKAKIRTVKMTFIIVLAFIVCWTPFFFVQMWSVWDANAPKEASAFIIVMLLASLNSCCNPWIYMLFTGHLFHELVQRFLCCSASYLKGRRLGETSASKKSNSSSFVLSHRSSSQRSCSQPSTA
# V1aR counter = V1a receptor agonism, counter-screen for OXTR agonists. P37288. CHO-V1R cells, Fluo-8 calcium fluorescence, agonist mode; 0% DMSO, 100% 3 nM vasopressin. activation, % at 3 µM. actives 0.25% (n = 320,000). AID 2797;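 active means activation above the mean activation of all tested compounds plus 3 SD, per screening run, cut at about 20% in these data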;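 further: signal is peak over basal fluorescence ratio across a 100 second FLIPR read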
# GalR3 antagonist = antagonists of human GalR3. inhibition, % at 3 µM. O60755. AID 651719. actives 0.44% (n = 360,000). HEK293 GalR3-CNG cAMP membrane potential fluorescence; galR3 body fused to GalR1 C-terminus;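 active means inhibition above the screen-wide average plus 3 SD, cut at about 13% in these data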;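 further: forskolin and galanin both at EC90 stimulate the cells; cAMP rise reported by CNG channel membrane potential dye signal; 0% = forskolin plus galanin with DMSO and 100% = forskolin alone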
# Target sequence (O60755 1-299 limits assumed): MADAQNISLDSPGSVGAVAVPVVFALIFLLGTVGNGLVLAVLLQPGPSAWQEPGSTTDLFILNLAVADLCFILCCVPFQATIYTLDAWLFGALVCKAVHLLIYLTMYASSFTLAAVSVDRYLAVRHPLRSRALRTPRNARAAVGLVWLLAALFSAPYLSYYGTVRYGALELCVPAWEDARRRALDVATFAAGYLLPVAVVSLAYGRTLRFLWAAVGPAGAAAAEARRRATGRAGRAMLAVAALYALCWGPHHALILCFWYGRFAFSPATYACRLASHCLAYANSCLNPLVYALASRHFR
# * hit, by the source's call. These rows are one share of the data; count on the stated rates, not on these rows.
SMILES,OXTR ag,V1aR counter,GalR3 antagonist
CC(Sc1nnc(NC2CC2)s1)C(=O)Nc1ccc(S(N)(=O)=O)cc1 (centres undefined),0.6,0.5,1
O=C(Nc1ccc2nc(N3CCOCC3)sc2c1)c1ccccc1,0.1,1.0,-4
C=C1C[C@H](O[C@@H]2O[C@H](CO)[C@@H](O)[C@H](O)[C@H]2O)[C@@H]2[C@H](OC(=O)[C@H]2C)[C@H]2[C@H](C)[C@H](O)C[C@@H]12,2.2,1.0,-1
Cc1nnc(NC(=O)c2cccc(S(=O)(=O)N3CCN(C)CC3)c2)s1,-0.8,0.0,-4
Cc1ccc(NC(=O)CSc2ncn[nH]2)c([N+](=O)[O-])c1,1.5,1.3,-6
N#Cc1c(N)c(C(=O)c2ccccc2)n2ccccc12,-2.8,-1.2,-6
Cc1ccc(NC(=O)NC(=O)CN2CCCC2c2ccc3c(c2)OCCO3)cc1C (centres undefined),-0.4,0.6,-7
CCn1c(SCC(=O)N(C)CCC#N)nc2cc(S(=O)(=O)N3CCOCC3)ccc21,0.5,-1.0,-3
CCOc1ccccc1C1c2cc3c(cc2OC(C)(N2CCCC2)C1C)OCO3 (centres undefined),2.7,-0.2,-1
CCN1C(=O)C(=O)N(CC(=O)N2CCC(C)Sc3ccccc32)C1=O (centres undefined),-0.1,0.7,-6
COc1ccccc1NS(=O)(=O)c1cccc(C(=O)N2CCN(C(=O)c3ccco3)CC2)c1,0.0,1.5,2
CCC(C(=O)Oc1c(C(C)C)cccc1C(C)C)c1ccccc1 (centres undefined),-0.7,0.1,-4
COC(=O)C1CCN(C(=O)COC(=O)c2cc(-c3cccs3)nn2-c2ccccc2)CC1,-0.7,-1.1,-3
CCOC(=O)C1=CN2CCC[C@H]2CC1=O,-0.3,0.8,1
CCN(CC(=O)Nc1c(F)cccc1F)C(=O)c1ccc2c(c1)NC(=O)C(C)S2 (centres undefined),0.3,-0.1,-5
CCc1ccc(N2CC(C(=O)OCC(=O)NC3CC3)CC2=O)cc1 (centres undefined),0.3,1.7,-5
CCN(C(=O)CSc1n[nH]c(-c2ccccc2)n1)c1c(N)n(Cc2ccccc2)c(=O)[nH]c1=O,1.2,1.7,6
Cc1ccnc(NC(=O)CNC(=O)c2ccc(C)s2)c1,0.9,-0.8,-4
COc1cccc(/C=C/C(=O)OCC(=O)c2ccc(S(=O)(=O)N3CCCCC3)cc2)c1OC,-0.8,-0.9,0
CCc1noc(C)c1C(=O)N(C)CC(=O)Nc1ccccc1Br,0.2,-0.6,0
CCN1C(=NCCc2ccc(Br)cc2)N[C@@H](c2ccccc2)[C@H](C(=O)OC)[C@H]1C,0.6,1.1,-10
CCOc1ccc(S(=O)(=O)NCCC(=O)N(C)Cc2cccs2)cc1,0.6,0.4,-2
CC(=O)C(Cc1ccccc1)NC(=O)CN1c2cccc3cccc(c23)S1(=O)=O (centres undefined),2.0,1.6,-7
CCN1C(=O)[C@@H]2[C@@H](c3ccc(-c4ccc5c(c4)OCO5)c(OC)c3)N3CCC[C@@]3(C(=O)OC)[C@@H]2C1=O,-1.8,-0.6,-1
COc1ccc(CCn2c(C)cc(C(=O)COC(=O)c3cnc(C)cn3)c2C)cc1,-0.4,-0.6,-4

# Further results.
SMILES,OXTR ag,V1aR counter,GalR3 antagonist
CC1(C)Cc2cccc(OCC(=O)OCC(=O)NCc3ccc(F)cc3)c2O1,-1.1,-0.3,0
COc1ccc(S(=O)(=O)Nc2cccc3c2O[C@H](CN(C)S(=O)(=O)c2ccc(F)cc2)[C@H](C)CN([C@H](C)CO)C3=O)cc1,1.8,1.8,1
CCCCCN(C(=O)CCC(=O)OCC(=O)c1ccc(CCC)cc1)c1c(N)n(CCCC)c(=O)[nH]c1=O,-1.6,-1.0,-2
Cc1ccc(C(C)(c2ccc(N)cc2)c2ccc(N)cc2)cc1,2.8,1.0,-6
Cc1ccccc1NC(=O)Cc1nc(COC(=O)CCNS(=O)(=O)c2ccccc2)cs1,0.0,1.4,-2
CC(C)Nc1nnc(SCC(=O)Nc2sccc2C#N)s1,-0.3,0.4,-5
O=C(OCc1cccc(C(F)(F)F)c1)c1cc(S(=O)(=O)N2CCOCC2)ccc1F,1.3,0.9,2
CC(C)CN(C(=O)CCNC(=O)c1ccc(Cl)cc1)C1CCS(=O)(=O)C1 (centres undefined),0.1,0.5,-2
C=CCn1c(SCC(=O)Nc2ccc(C(=O)O)cc2)nc2scc(-c3ccccc3)c2c1=O,0.5,0.2,-3
COc1ccc(OC)c(NC(=O)COC(=O)/C=C/c2ccco2)c1,-0.4,0.2,-5
CCC1(c2ccccc2)NC(=O)N(CC(=O)Nc2cc(Cl)ccc2N2CCOCC2)C1=O (centres undefined),9.9,13,-3
CC(NC(=O)c1cccc(S(=O)(=O)N2CCc3ccccc3C2)c1)c1ccco1 (centres undefined),1.1,3.7,-4
CC(C)CCNC(=O)C1CC(c2ccccc2[N+](=O)[O-])=NO1 (centres undefined),-0.9,-0.8,-3
Cc1cccc(OCCNS(=O)(=O)c2ccc(Cl)cc2)c1,-0.7,0.3,-5
Cc1ccc(NC(=O)CCNC(=O)c2ccc([N+](=O)[O-])cc2)cc1S(=O)(=O)N1CCOCC1,-0.5,0.6,-4
c1cncc(-c2ccc3[nH]ccc3c2)c1,2.9,1.7,-4
COc1cccc(NC(=O)CN(C)C(=O)c2cc(-c3ccccc3)nn2-c2ccccc2)c1,-1.3,-0.4,2
COc1ccc(C(CNC(=O)C(=O)Nc2ccc3c(c2)OCO3)N2CCN(C)CC2)cc1 (centres undefined),2.4,6.1,-6
Cc1ccc(S(C)(=O)=O)cc1C(=O)Nc1cccc(S(=O)(=O)N2CCCCCC2)c1,-0.5,0.4,0
Cc1ccc(NC(=O)CN2c3cccc4cccc(c34)S2(=O)=O)cc1,0.8,0.1,-4
CCc1cc(Cn2nc(-c3ccccc3)cc2C(=O)NCc2cccc(C(F)(F)F)c2)on1,0.6,0.4,-10
COc1ccc(NC(=O)CSc2ccc3c(c2)OCCO3)cc1S(N)(=O)=O,0.4,-0.4,-5
O=C(CSc1ccccc1F)Nc1ccc(N2CCOCC2)cc1,-0.1,0.3,-3
COc1ccc2oc(C(=O)OCC(=O)N(C)C3CCS(=O)(=O)C3)c(C)c2c1 (centres undefined),-0.4,-0.6,-5
COCCCNC(=O)c1cc(S(=O)(=O)NCCCN2CCCC2=O)ccc1Cl,3.2,1.9,-3

# Sorted by value in GalR3 antagonist (falling): 3 of the compounds above
canonical_smiles | GalR3 antagonist
CCCCCN(C(=O)CCC(=O)OCC(=O)c1ccc(CCC)cc1)c1c(N)n(CCCC)c(=O)[nH]c1=O | -2
O=C(CSc1ccccc1F)Nc1ccc(N2CCOCC2)cc1 | -3
COc1ccc(CCn2c(C)cc(C(=O)COC(=O)c3cnc(C)cn3)c2C)cc1 | -4

# Further structures.
SMILES,OXTR ag,V1aR counter,GalR3 antagonist
O=S(=O)(Nc1ccc(F)cc1)c1ccc(S(=O)(=O)N2CCOCC2)cc1,27*,22*,0
COc1ccc(CCC(=O)N2CCN(S(=O)(=O)c3ccc(OC)cc3)CC2)cc1,-0.3,0.1,-5
Cc1ccc(CNC(=O)c2ccc(N3CCC4(CC3)CC(c3ccccc3)=NO4)c(NC(=O)c3ccc(Cl)c([N+](=O)[O-])c3)c2)cc1,1.0,-0.6,-3
CC(=O)Nc1ccc(NC(=O)C(C)OC(=O)c2ccc(-n3cnnn3)cc2)cc1 (centres undefined),0.9,0.8,-3
CC(NC(=O)CCC(=O)c1ccccc1)c1ccc(F)cc1 (centres undefined),-0.1,-0.8,-4
COc1ccc(NC(=O)CSc2nnnn2C)cc1S(=O)(=O)N1CCCCC1,0.8,1.5,-3
COc1ccc(F)cc1-c1nc(N)nc(N)n1,0.3,-0.3,-2
CCOC(=O)C(C)(C)Oc1ccc(Cl)cc1,-0.1,0.5,0
CCOc1ncccc1C(=O)Nc1ccc(S(=O)(=O)Nc2cc(C)nc(C)n2)cc1,1.4,-0.2,-2
Cc1ccc(S(=O)(=O)NCC(=O)OCC(=O)NCc2ccco2)cc1,0.3,0.9,-2
COc1ccc(NC(=O)Nc2cccc3c2O[C@@H](CN(C)CC2CCCCC2)[C@@H](C)CN([C@H](C)CO)C3=O)cc1,-0.2,2.4,-5
CCO[C@H]1OC(C(=O)NCc2nc3ccccc3[nH]2)=C[C@@H](c2ccc(Br)cc2)[C@@H]1CCCO,-1.6,0.8,-4
Nn1c(SCC(=O)NCc2ccc3c(c2)OCO3)nnc1C(F)(F)F,-0.3,-0.5,-4
Clc1ccc(-c2ccccc2)cn1,-1.2,-0.7,-6
CC(=O)N1CCN(C(=O)c2cc(S(=O)(=O)N3CCCCC3)ccc2Cl)CC1,0.2,1.3,-3
COc1ccc(C(=O)N/C(=C\c2ccccc2)C(=O)Nc2ccccc2C(=O)O)cc1,0.2,0.5,-3
N#CCCN(C(=O)COC(=O)C12CC3CC(CC(O)(C3)C1)C2)c1ccc(F)cc1,2.0,1.4,-5
C[C@]12CCC[C@H](O1)c1c(cc3c(c1O)C(=O)c1c(O)cc(O)cc1C3=O)O2,12,8.0,3
CCc1cccc(CC)c1NC(=O)C1CSC2(C)CCC(=O)N12 (centres undefined),0.0,-0.6,0
CC(=O)Oc1ccc(-c2cc3ccc(OC(C)=O)cc3oc2=O)cc1,0.1,0.9,3
O=C(COC(=O)Cc1c[nH]c2ccccc12)Nc1c(Cl)cccc1C(F)(F)F,0.6,1.2,1
COC(=O)c1ccccc1S(=O)(=O)NNC(=O)C12CC3CC(CC(C3)C1)C2,0.0,1.1,-1
COc1cc2cc(CCCOC(=O)c3ccc(Br)cc3)oc(=O)c2cc1OC,-1.2,0.2,7
COc1cccc(N2CCN(CC(=O)Nc3ccnn3C3CCCC3)CC2)c1,3.0,4.5,-6
CN(C)C(CNC(=O)c1cccc(NS(=O)(=O)c2ccc(Br)cc2)c1)c1ccco1 (centres undefined),2.8,0.8,-6

# Exported with each value named: entries from further up
CCOC(=O)C(C)(C)Oc1ccc(Cl)cc1
  OXTR ag: -0.1 | V1aR counter: 0.5 | GalR3 antagonist: 0

CCOc1ncccc1C(=O)Nc1ccc(S(=O)(=O)Nc2cc(C)nc(C)n2)cc1
  OXTR ag: 1.4 | V1aR counter: -0.2 | GalR3 antagonist: -2

Cc1ccc(S(=O)(=O)NCC(=O)OCC(=O)NCc2ccco2)cc1
  OXTR ag: 0.3 | V1aR counter: 0.9 | GalR3 antagonist: -2

COc1ccc(NC(=O)Nc2cccc3c2O[C@@H](CN(C)CC2CCCCC2)[C@@H](C)CN([C@H](C)CO)C3=O)cc1
  OXTR ag: -0.2 | V1aR counter: 2.4 | GalR3 antagonist: -5

# (listing goes on)
SMILES,OXTR ag,V1aR counter,GalR3 antagonist
CCN(CC)CCn1c2c(c(SCC(=O)Nc3nc4ccccc4s3)nc1=O)CCC2,0.4,0.8,-4
CCOc1ccc(NC(=O)CN(C)C(=O)c2ccc(OCc3ccccc3)c(OC)c2)cc1OCC,-1.1,-1.2,-1
Clc1nccc(NCc2ccccc2)n1,2.4,1.3,-6
O=C(NCC(c1ccco1)N1CCCC1)c1ccccc1Sc1ccc(C(F)(F)F)cc1[N+](=O)[O-] (centres undefined),-0.7,0.2,-2
COc1ccccc1C(=O)NC(CCSC)C(=O)OCC(=O)N1CCCC1=O (centres undefined),-1.6,0.1,-1
CCN(CC)C(=O)c1ncn(C)c1C(=O)N(CC)CC,0.3,0.0,-6
COc1ccc(NC(=O)CN(C)C(=O)c2cc3c(cc2Cl)N2CCCCCC2=NS3(=O)=O)cc1,0.4,0.4,-5
CCOC(=O)c1c(C)[nH]c(C)c1C(=O)CN1C(=O)NC2(CCCCCC2)C1=O,-1.7,-0.9,-4
CC(C)Cn1cc(C(=O)NCCCN2CCC(C)CC2)c2c3ccccc3n(C)c2c1=O,0.7,-1.0,0
COc1cc(C(=O)Nc2cc(C)ccc2C)ccc1OCc1c(C)noc1C,-0.9,-0.1,1
C[C@H](CO)N1C[C@H](C)[C@@H](CN(C)S(=O)(=O)c2ccccc2)Oc2ccc(NS(=O)(=O)c3ccc(F)cc3)cc2C1=O,1.6,1.3,-2
Cc1cc(=O)[nH]c(SCc2ccc(Cl)cc2)n1,0.3,-0.3,0
Cc1cccc(C(=O)NCC(=O)N2CCC2)c1,0.8,0.6,-9
CC1(C)S[C@@H]2C(C(=O)OCc3ccccc3)NC(=O)N2C1C(=O)OCc1ccccc1 (some centres undefined),1.2,2.3,-4
O=C(O)c1ccc(Cl)c(S(=O)(=O)Nc2ccc(S(=O)(=O)N3CCCC3)cc2)c1,2.0,0.4,-4
C[C@@H]1O[C@@H](O[C@H]2[C@H](O)[C@@H](O)[C@H](Oc3c(-c4ccc(O)cc4)oc4cc(O)cc(O)c4c3=O)O[C@@H]2CO)[C@H](O)[C@H](O)[C@H]1O,1.1,0.5,-2
CCC(C(=O)OCC(=O)NC1CCS(=O)(=O)C1)c1ccccc1 (centres undefined),0.3,0.9,7
Cc1cc(S(=O)(=O)Nc2ccc(C(=O)N3CC(C)OC(C)C3)cc2)ccc1F (centres undefined),1.2,3.0,-4
O=C(NCc1cc(C(F)(F)F)cc(C(F)(F)F)c1)C1CC(c2ccccc2F)=NO1 (centres undefined),-0.3,0.8,-3
COc1ccc(C(=O)OCC(=O)NC(=O)NCc2ccccc2)cc1[N+](=O)[O-],6.6,4.6,-8

# Assay outcomes from PubChem BioAssay.
